# TRHR agonist: TRH receptor (human) agonism; activation, % at 2 µM; actives 0.18% (n = 360,000); P34981; TRHR cells, calcium flux fluo-8, FDSS agonist mode; in the data active means activation above about 30%; further: 0% is about no effect
#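 TRHR-expressing cells loaded with fluo-8 calcium dye; 23 nL library compound pin-transferred, kinetic FDSS fluorescence (Ex 480/Em 530) recorded about 180 s for agonist-induced calcium release, before a 10 nM TRH EC20 addition for potentiator mode.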
# rTrxR1 inhibitor: inhibitors of rat thioredoxin reductase 1. O89049. Potency, µM (top dose mostly 114 µM), for inactives: at the top dose activity change, negative = inhibition, hits mostly inhibitors. recombinant rTrxR1, NADPH fluorescence consumption, selenite substrate. actives 1% (n = 390,000). AID 588453; further: potency means the concentration at half of the fitted maximal effect; on the % scale 0 is the no-effect control and ±100 the full control effect; nearly all actives have a fitted effect of over 65% in size
#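 Rat TrxR1 (90 nM in the dispensed reagent) was pre-reduced with 400 uM NADPH for 5 min at room temperature, then incubated with compound for 15 min. After 400 uM selenite was added, NADPH fluorescence (Ex 340/Em 450 nm) was followed for 8 min.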
# TrxR1 substrate: rat thioredoxin reductase 1 substrate activity | O89049 | purified TrxR1 substrate turnover, NADPH consumption readout | Potency, µM (doses to about 114 µM), inactives show at the top dose activity change, negative = substrate turnover | actives 0.01% (n = 390,000) | AID 588456; further: potency means the concentration at half of the fitted maximal effect; on the % scale 0 is the no-effect control and ±100 the full control effect; nearly all actives have a fitted effect of over 50% in size
#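 Rat TrxR1, dispensed at 90 nM, was prereduced with 400 uM NADPH (final) for 5 min at ~22 deg C, then incubated with compound 15 min before 400 uM selenite. A first-read NADPH fluorescence drop versus no-compound background flagged substrates.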
# USP1 inh: inhibitors of human USP1/UAF1 deubiquitinase | Potency, µM (series often up to 57.1 µM), without a hit: top-dose activity change, negative = inhibition, actives largely listed as inhibitors | AID 743255 | actives 0.23% (n = 390,000) | recombinant USP1/UAF1, Ub-Rhodamine cleavage fluorescence; further: potency means the concentration at half of the fitted maximal effect; on the % scale 0 is the no-effect control and ±100 the full control effect; nearly all actives have a fitted effect of over 60% in size; inactives centre near -12
# Target sequence (O94782 whole entry, looked up): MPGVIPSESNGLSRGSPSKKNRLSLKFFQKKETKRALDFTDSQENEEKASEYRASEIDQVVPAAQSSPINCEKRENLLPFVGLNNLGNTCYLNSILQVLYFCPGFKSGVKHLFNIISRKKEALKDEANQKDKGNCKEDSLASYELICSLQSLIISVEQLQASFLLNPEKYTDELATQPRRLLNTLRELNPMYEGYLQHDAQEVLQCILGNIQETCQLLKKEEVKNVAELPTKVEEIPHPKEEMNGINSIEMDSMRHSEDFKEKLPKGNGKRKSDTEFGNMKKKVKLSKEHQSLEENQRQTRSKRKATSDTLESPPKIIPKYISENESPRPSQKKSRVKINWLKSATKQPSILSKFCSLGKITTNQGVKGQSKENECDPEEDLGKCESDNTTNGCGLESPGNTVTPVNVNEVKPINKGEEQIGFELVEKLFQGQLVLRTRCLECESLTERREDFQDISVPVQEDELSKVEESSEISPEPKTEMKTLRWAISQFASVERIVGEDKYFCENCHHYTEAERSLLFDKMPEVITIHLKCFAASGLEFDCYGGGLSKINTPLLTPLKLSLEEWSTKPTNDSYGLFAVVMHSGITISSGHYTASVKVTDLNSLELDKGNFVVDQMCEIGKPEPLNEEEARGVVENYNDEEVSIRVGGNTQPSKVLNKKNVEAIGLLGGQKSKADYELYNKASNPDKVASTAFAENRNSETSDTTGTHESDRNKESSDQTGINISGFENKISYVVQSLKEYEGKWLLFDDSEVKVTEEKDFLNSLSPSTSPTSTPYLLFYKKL
#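 High-throughput fluorogenic screen: 1nM USP1/UAF1 complex, Ub-Rho substrate 150nM final, 50mM HEPES pH 7.8 with 0.5mM EDTA, 0.1 mg/ml BSA, 1mM TCEP and 0.01% Tween-20.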
# D2 ag: agonists of human D2 dopamine receptor. P14416. HEK293 T-REx D2 cells, calcium flux agonist mode. activation, % at 2 µM. actives 0.53% (n = 340,000);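 active means activation over 3 SD above normal in the single-dose calcium agonist read, cut at about 30% in these data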; further: 0% is about no effect
#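 Tetracycline-induced HEK293 T-REx cells with force-coupled D2 receptor, plated overnight at 30 C, loaded with no-wash calcium dye. After a 10 s baseline, compound was pin-added and calcium flux read kinetically for 180 s; calcium rises flagged agonists.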
# TRHR enhancer: TRH receptor (human) allosteric enhancement; P34981; TRHR cells, fluo-8 calcium fluorescence, EC20 TRH enhancement; enhancement, % at 2 µM; actives 0.66% (n = 360,000); AID 493056; in the data active means enhancement above about 30%; further: 0% is about no effect
#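 Enhancer read-out: after compound pinning and an initial kinetic agonist-mode read, an EC20 of TRH (10 nM final) was injected and fluo-8 calcium signal (Ex 480/Em 530) followed at 1 s/cycle for 100 cycles in TRHR-expressing cells.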
# D2 antagonist: antagonizes the human D2 dopamine receptor | inhibition, % at 10 µM | P14416 | actives 2% (n = 340,000) | HEK293 TREx D2 cells, calcium flux, dopamine EC80; in the data active means inhibition above about 30%; further: 0% is about no effect
#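 Dopamine at EC80 is the agonist stimulus; test compounds precede it by 180 s. Calcium flux read kinetically in a force-coupled, inducible HEK293 T-REx D2 cell line.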
# Pin1 inhibitor: inhibitors of human Pin1. Q13526. Pin1 FP peptide displacement, HiFluor488, 10 min. Potency, µM (series often up to 115 µM), without a hit: at the top dose activity, negative = inhibition, most hits filed as inhibitors. actives 0.009% (n = 390,000); active means well fitted inhibition curve with a large enough effect in the polarisation, with a control signal flat, not every such curve was filed as active; inconclusive means small, poorly fitted or top-dose-only effect, or effect the other way, or a change in a side signal; inactive means no such curve, though single readings can be large or run the other way; the % refers to the polarisation; further: potency means the concentration at half of the fitted maximal effect; on the % scale 0 is the no-effect control and ±100 the full control effect
# Target sequence (Q13526 whole entry, looked up): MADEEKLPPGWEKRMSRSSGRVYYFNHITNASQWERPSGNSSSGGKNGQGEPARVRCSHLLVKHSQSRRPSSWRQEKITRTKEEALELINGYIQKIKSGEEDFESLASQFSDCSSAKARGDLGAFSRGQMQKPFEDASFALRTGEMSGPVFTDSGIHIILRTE
# IDH1 R132H inh: blocks human mutant IDH1 R132H enzyme; Potency, µM (titrated, usually from 76.6 µM), without a hit: top-dose activity change, negative = inhibition, usual class: inhibitors; O75874; IDH1-R132H enzyme, NADPH consumption, diaphorase/resazurin fluorescence; AID 602179; actives 0.093% (n = 390,000); further: potency means the concentration at half of the fitted maximal effect; on the % scale 0 is the no-effect control and ±100 the full control effect; nearly all actives have a fitted effect of over 65% in size
#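 IDH1-R132H (0.5 ug/mL dispensed) in pH 7.5 Tris buffer was preincubated 30 min with compound, then given a substrate mix of 0.016 mM NADPH and 2 mM alpha-KG for 80 min at room temperature; remaining NADPH was read by diaphorase/resazurin fluorescence.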
# The depositor's hits bear a star; ? = inconclusive; · = not tested or not shown; [ ] = remark or other dose. Unless noted, the call rests on the fitted dose curve; in most records, active means well fitted inhibition curve with a large enough effect; inconclusive means small, poorly fitted or top-dose-only effect; inactive means no such curve, though single readings can be large or run the other way.
SMILES,TRHR agonist,rTrxR1 inhibitor,TrxR1 substrate,USP1 inh,D2 ag,TRHR enhancer,D2 antagonist,Pin1 inhibitor,IDH1 R132H inh
O=C(COC(=O)/C=C/c1ccccc1[N+](=O)[O-])NCc1ccco1,·,24%[57.1 µM],16%[57.1 µM],4%,·,·,·,-3%,15%
CN(C(=O)c1ccco1)c1nc(-c2ccc(F)cc2)cs1,0.5,7%[57.1 µM],-6%,-8%,-4.0,-9,-23,0%,-3%
Cc1c(C(=O)N(C)CCOc2ccccc2)oc2c(Cl)cccc12,1.1,0%,-6%,-24%,0.3,4,-6,-4%,6%
CCCN1Cc2cccc(C(=O)NC(CC(=O)OCC)c3ccc(C)cc3)c2C1=O (stereo not given),-0.6,13%,-5%,-11%,-1.4,-6,-11,0%,7%
CC(C)n1c(SCC(N)=O)nc2c1c(=O)[nH]c(=O)n2C,-0.3,-7%,1%,-24%,0.8,4,1,-4%,1%
COc1cc(Br)c(C2C(C#N)=C(N)Oc3n[nH]c(-c4cccnc4)c32)cc1OC (stereo not given),-0.5,2%[57.1 µM],7%,-17%,2.2,-3,13,3%,-7%
O=C(Nc1ccc(F)c(F)c1)C1CCN(S(=O)(=O)c2cccs2)CC1,-0.8,-4%,-11%,-3%,-0.6,-6,17,0%,9%
c1ccc(CN2C3=NCCCN3c3ccccc32)cc1,-0.4,12%[57.1 µM],6%[57.1 µM],-11%,-2.9,6,-25,-3%,6%
CCCC(C)C(=O)Nc1nc(C)c(-c2csc(Nc3ccc(Cl)cc3)n2)s1 (stereo not given),1.1,-26%,-13%,-28%,1.1,4,-5,29%,-4%[38.3 µM]
O=C(Nc1ccccc1OC(F)F)C1CC(=O)N(Cc2ccccc2)C1 (stereo not given),0.7,-6%,-6%,2%,0.5,6,23,-9%,7%
COC(=O)C1=C(C)N(c2ccc(Br)cc2)C(=O)/C1=C\c1ccco1,-1.9,50µM*,-7%,-8%,-1.2,3,-4,5%,3%
Cc1ccc(OCc2ccc(C(=O)Nc3nc4ccccc4n3Cc3ccccc3)o2)c([N+](=O)[O-])c1,-0.6,-12%,-7%,-11%,·,15,·,?,1%
CCc1nc(SC)ncc1C(=O)N1CCN(c2cc(Cl)ccc2C)CC1,-0.1,-10%,-3%,?,0.0,0,·,?,-2%
O=C(O)CCC(=O)Nc1sc2c(c1C(=O)NC1CCCC1)CCCC2,0.9,7%,3%,-1%,0.4,1,-2,-9%,2%
CCCCc1cc(=O)oc2cc(OC3CCCCC3=O)ccc12 (stereo not given),-0.6,13%,19%,-8%,-1.2,-4,-3,2%,24%
C=CCn1cccc(C(=O)Nc2ccc(OC)cc2)c1=O,0.1,3%,-10%,-5%,0.6,0,5,-3%,0%
COc1ccc(CNC(=O)C2CCN(C(=O)c3ccccc3)CC2)cc1,-0.2,14%,1%,-25%,0.0,7,8,-4%,0%
COc1ccc(/C=C(/NC(=O)c2ccccc2)C(=O)NCC2CCCO2)cc1 (stereo not given),0.0,-10%,-11%,-21%,-0.3,5,0,0%,-8%
O=C(Nc1ccc(-c2nc3ccccc3o2)c(O)c1)c1cc(Cl)ccc1Cl,1.3,109%[activator],55%[activator],-7%,0.1,-1,·,13%,-15%
COc1cc2c(cc1NC(=O)c1cc(-c3ccncc3)nc3ccccc13)oc1ccccc12,0.2,-4%,-1%,-4%,3.2,-1,3,3%,9%
O=C(CN1CCC(C(=O)O)CC1)Nc1ccccc1Oc1ccccc1,0.0,11%,1%,-13%,0.5,2,·,-1%,-19%
Cc1ccc(Nc2nnc(SCC(=O)NC3CCCc4ccccc43)s2)cc1 (stereo not given),-0.7,-4%[57.1 µM],4%[57.1 µM],-20%,0.2,9,-1,-5%,0%
CCCCN(C)C/C(O)=C(\C#N)c1nc(-c2ccccc2)cs1,-0.1,-14%,-12%,-4%,-0.5,19,-14,-8%,5%
N#Cc1cn(Cc2ccccc2)c(=O)[nH]c1=O,1.1,2%[57.1 µM],-1%[57.1 µM],-15%,0.1,4,14,-4%,-10%
CCOc1ccc(CC(=O)C2=C(N3CCOCC3)CC(C)(C)CC2=O)cc1OCC,-1.0,-37%,5%,3%,0.2,7,17,-1%,0%
Cc1ccc(-c2nc(NC(=O)c3cc(C(C)(C)C)nn3C)sc2C)cc1Cl,0.0,13%[2.29 µM],3%[57.1 µM],-22%,·,-5,·,-13%,2%
O=C(COc1ccc(Br)cc1Cl)NC(=O)Nc1ccc2c(c1)OCCO2,1.1,16%,9%,-18%,0.8,6,-10,7%,3%
COCC(=O)N(C)c1nnc(-c2ccc([N+](=O)[O-])cc2)s1,-0.3,7%,-6%,-2%,0.4,-5,4,0%,1%
COc1ccc(/C(O)=C2/C(=O)C(=O)N(CCCN3CCOCC3)C2c2ccc(OC)cc2)cc1 (stereo not given),0.8,-32%,-9%,-21%,0.5,-10,4,-2%,0%
Cc1ccccc1C(=O)Nc1cccc(NC(=O)c2ncn[nH]2)c1,-0.6,29%,-1%,-12%,-0.4,-8,11,-2%,-4%
CC(C)(C)c1cnnn1-c1ccc(NC(=O)c2ccc3c(c2)OCO3)cc1,-1.5,2%,0%,-2%,-2.5,0,13,7%,0%
Cc1ccccc1C(=O)Nc1nnc(S(=O)(=O)N(C)Cc2ccc(Cl)cc2)s1,0.4,10%,0%,?,0.5,43*,·,0%,0%
CS(=O)(=O)N(CC(=O)NCc1ccc2c(c1)OCO2)c1ccccc1,0.1,4%[57.1 µM],-1%[57.1 µM],-19%,-0.3,18,2,-2%,4%
CCOc1ccccc1N=C1SCC(C)N1C(=O)C1CCN(c2ncnc3sc(C)c(C)c23)CC1 (stereo not given),·,14%,3%,-23%,·,·,·,2%,4%
COc1ccccc1CC(=O)Nc1ccc(S(=O)(=O)N2CCOCC2)cc1,0.2,0%,-8%,-7%,-0.1,-7,17,3%,0%
COc1ccc(C(CNC(=O)c2sccc2C)N2CCOCC2)cc1 (stereo not given),0.2,-11%,-7%,-18%,-0.5,14,11,-1%,1%
O=C(CSc1ncn[nH]1)NCCc1ccccc1,0.9,-2%,-2%,-11%,0.4,4,-4,-8%,3%
O=C(CN1CCOCC1)N/N=C/c1cccc2ccccc12,0.4,7%[57.1 µM],3%[57.1 µM],-2%,·,6,·,32%[activator],2%
CCNC(=O)CCSc1nnc(-c2ccc(O)cc2)o1,-0.7,20%,1%,-33%,-0.9,6,·,3%,0%
O=C(Nc1ccccc1C(F)(F)F)C1CCCC1,0.2,3%[57.1 µM],7%[57.1 µM],-2%,0.2,2,2,9%,2%
CC(=O)Nc1ccc(S(=O)(=O)NCc2nc(-c3ccccc3)no2)cc1,-0.1,17%,4%,-14%,3.8,-3,21,-2%,-5%
C[C@@H]1O[C@@H](Oc2c(-c3cc(O)c(O)c(O)c3)oc3cc(O)cc(O)c3c2=O)[C@H](O)[C@H](O)[C@H]1O,0.4,-3%[57.1 µM],-5%,-18%,-0.6,-1,-13,?,-1%
CC(=O)N1c2ccccc2Nc2ccccc21,0.0,-8%,-4%,-16%,-0.4,5,0,1%,1%
CS(=O)(=O)N(CC(=O)NC1CC2CCC1C2)c1cccc(C(F)(F)F)c1 (stereo not given),0.8,10%,5%,-17%,1.9,-1,0,-16%,7%
O=c1[nH]c2ccccc2c2ccccc12,0.0,10%[57.1 µM],14%[57.1 µM],-4%,0.3,15,3,-2%,9%
CCN(c1ccccc1)S(=O)(=O)c1ccc(Oc2ccc(C(C)=O)cc2OC)nc1,0.2,28%,0%,-19%,0.1,-2,-2,?,-9%
COc1cccc(/C=N/Nc2nn3cnnc3c3ccccc23)c1,-0.8,-2%,2%,-19%,-1.3,13,-15,?,7%
Cc1ccc2c(CC(=O)OC(C)C(=O)NCc3ccc4c(c3)OCO4)coc2c1 (stereo not given),0.4,14%[57.1 µM],-1%[57.1 µM],-16%,·,3,·,-1%,12%
O=C1NC(=Nc2ccc(F)cc2)CS1,1.8,20%[57.1 µM],6%[57.1 µM],-5%,0.5,-3,6,1%,5%
Nc1c(C(=O)CSc2nnc(Cc3ccccc3)o2)c(=O)[nH]c(=O)n1C1CC1,-0.5,21%,-1%,-11%,-0.4,3,9,1%,12%
C=CCOc1c(CNn2nnnc2N)cccc1OC,-0.4,-4%[0.457 µM],-5%,-10%,-0.3,-3,-10,0%,7%
CCCCNC(=O)COCc1cc(-c2ccc3c(c2)OCO3)on1,-0.2,-19%[57.1 µM],4%[57.1 µM],-15%,-1.1,8,3,0%,-1%
O=C(NS(=O)(=O)Nc1ccccc1)C1=C(N2CCCC2)COC1=O,·,35%[57.1 µM],7%[57.1 µM],-14%,·,·,·,-6%,5%
Cc1ccc(/C=C/S(=O)(=O)NCCC(=O)NCc2ccccc2F)cc1,·,-12%,-2%,1%,·,·,·,-5%,-1%
Cc1ccccc1NC(=O)CSc1nc2ccc(NC(=O)c3ccccc3)cc2s1,1.6,23%,9%,?,·,-6,·,1%,1%
Cc1cccc(N2C(S)=C(C#N)C(=O)NC23CCCCC3)c1,0.2,-13%,5%,-11%,1.0,13,-11,-10%,5%

# Some of these compounds in order of heavy-atom count, lowest first:
SMILES,TRHR agonist,rTrxR1 inhibitor,TrxR1 substrate,USP1 inh,D2 ag,TRHR enhancer,D2 antagonist,Pin1 inhibitor,IDH1 R132H inh
O=c1[nH]c2ccccc2c2ccccc12,0.0,10%[57.1 µM],14%[57.1 µM],-4%,0.3,15,3,-2%,9%
Cc1cccc(N2C(S)=C(C#N)C(=O)NC23CCCCC3)c1,0.2,-13%,5%,-11%,1.0,13,-11,-10%,5%
CC(=O)Nc1ccc(S(=O)(=O)NCc2nc(-c3ccccc3)no2)cc1,-0.1,17%,4%,-14%,3.8,-3,21,-2%,-5%

# Not all compounds are listed; count on the stated rates, not on these rows.
